KinaseGlo FLuc: Counterscreen for Luciferase (Kinase-Glo TM) Inhibition; Potency, µM (series often up to 38.3 µM), inactives show top-dose activity change, negative = inhibition, actives largely listed as inhibitors; Kinase-Glo luciferase, ATP luminescence, 8 min; 200,000 tested, 0.28% active; further: on the % scale 0 is the no-effect control and ±100 the full control effect; nearly all actives have a fitted effect of over 60% in size
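Compound is pinned into ATP-containing buffer (10 uM ATP, imidazole pH 7.2, 7 mM MgCl2). Kinase-Glo luciferase reagent is then added. Light output is recorded following an 8-min room-temperature incubation.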
SMN2 splice enh: qHTS Assay for Enhancers of SMN2 Splice Variant Expression; Potency, µM (titrated, usually from 46.1 µM), for the others: top-dose activity change, positive = activation, usual class: activators; HEK293 SMN2-luciferase splicing reporter, luminescence, 30-36 h; AID 1458, 2008; 210,000 tested, 2.8% active; further: % of control where 0% means no effect; nearly all actives have a fitted effect of over 55% in size
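qHTS luciferase splicing reporter: luminescence rises when SMN2 exon 7 is included in transfected HEK293 cells. Compound exposure lasted 30-36 h at 37C, with 4.5 mM final sodium butyrate as control, followed by a ONE-Glo read.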
GoLoco inh red: qHTS Assay for Inhibitors of RGS12 GoLoco Motif Activity (Red Fluorophore) | Guanine nucleotide-binding protein G(i) subunit alpha-1 (Homo sapiens), P63096 | Gai1:RGS12 GoLoco peptide FP, rhodamine, 10 min | Potency, µM (series often up to 61.6 µM), for the others: at the highest dose activity, negative = inhibition, actives largely listed as inhibitors | 230,000 tested, 0.44% active | AID 880, 2007; active means well fitted inhibition curve with a large enough effect, not every such curve was filed as active; inactive means no such curve, though single readings can be large or run the other way; further: on the % scale 0 is the no-effect control and ±100 the full control effect; nearly all actives have a fitted effect of over 30% in size; many of its hits are not listed in these tables
JMJD2E inh: qHTS Assay for Inhibitors of Human Jumonji Domain Containing 2E (JMJD2E). AID 2147, 2009. JMJD2E catalytic domain, FDH-coupled NADH fluorescence (FDH is formaldehyde dehydrogenase). Potency, µM (doses to about 57.1 µM), for the others: top-dose activity change, negative = inhibition, actives largely listed as inhibitors. Lysine-specific demethylase 4E (Homo sapiens), B2RXH2. 230,000 tested, 1.6% active; active means well fitted inhibition curve with a large enough effect, not every such curve was filed as active; inconclusive means small, poorly fitted or top-dose-only effect, or another doubt; inactive means no such curve, though single readings can be large or run the other way;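 further: 0% = wells with enzyme and -100% = buffer wells without enzyme; nearly all actives have a fitted effect of over 50% in size; many of its hits are not listed in these tables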
Epigenetic derep: Quantitative High-Throughput Screen for Regulators of Epigenetic Control | murine LDR cells, GFP reporter derepression, 30 h | Potency, µM (series often up to 53.9 µM), for inactives: at the top dose GFP activation, actives largely listed as activators | 280,000 tested, 0.2% active; further: % of control where 0% means no effect; nearly all actives have a fitted effect of over 60% in size
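Reporter derepression read as number of fluorescent GFP-positive objects, 20-120 um in size, counted by laser-scanning cytometer. Mouse LDR line with an epigenetically silenced CMV-GFP locus; compound incubation 30 h, 37 C.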
RECQ1 inh: qHTS Assay for Inhibitors of RecQ-Like Dna Helicase 1 (RECQ1); AID 2549, 2010; RECQ1 DNA unwinding, red fluorescence kinetic read; 240,000 tested, 0.54% active; ATP-dependent DNA helicase Q1 (Homo sapiens), P46063; Potency, µM (highest dose often 57.3 µM), for the others: at the top dose activity, negative = inhibition, actives largely listed as inhibitors;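 further: plate controls were vehicle for no effect and no enzyme for full effect; nearly all actives have a fitted effect of over 30% in size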
Target sequence (P46063 whole entry, looked up): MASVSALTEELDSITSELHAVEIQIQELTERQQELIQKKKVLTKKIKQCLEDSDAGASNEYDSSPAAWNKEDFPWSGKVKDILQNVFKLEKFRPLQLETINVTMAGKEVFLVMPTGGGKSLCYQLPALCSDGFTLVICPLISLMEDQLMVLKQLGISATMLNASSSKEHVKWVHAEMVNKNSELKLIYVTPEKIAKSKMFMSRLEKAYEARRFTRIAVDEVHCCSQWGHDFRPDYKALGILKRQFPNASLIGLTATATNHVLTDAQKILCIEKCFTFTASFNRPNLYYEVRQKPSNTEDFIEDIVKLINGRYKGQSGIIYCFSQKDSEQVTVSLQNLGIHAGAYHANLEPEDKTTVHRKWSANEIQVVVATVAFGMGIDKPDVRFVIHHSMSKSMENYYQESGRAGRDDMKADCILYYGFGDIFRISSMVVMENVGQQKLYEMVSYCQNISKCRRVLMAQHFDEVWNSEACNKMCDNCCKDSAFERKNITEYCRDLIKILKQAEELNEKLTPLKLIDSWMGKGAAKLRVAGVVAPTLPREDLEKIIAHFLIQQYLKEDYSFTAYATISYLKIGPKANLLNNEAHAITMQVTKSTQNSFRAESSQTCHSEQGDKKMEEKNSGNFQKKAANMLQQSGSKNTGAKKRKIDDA
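50 nM RECQ1T1 preincubated 15 min with compound in Tris pH 8.0 buffer with MgCl2, DTT, Tween-20 and 2.5 ug/ml poly(dI-dC); started with 200 nM TAMRA/BHQ-2 forked duplex and 2 mM ATP. Unwinding read as fluorescence (525/598 nm), two reads 2 h apart.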
NPSR antag: qHTS Assay for Antagonists of the Neuropeptide S Receptor: cAMP Signal Transduction; Potency, µM (highest dose often 38.3 µM), for the others: top-dose activity change, negative = inhibition, actives largely listed as inhibitors; Q6W5P4; CHO-NPSR cells, cAMP TR-FRET, antagonist mode; 220,000 tested, 1% active; further: on the % scale 0 is the no-effect control and ±100 the full control effect; nearly all actives have a fitted effect of over 50% in size; many of its hits are not listed in these tables
Target sequence (Q6W5P4 whole entry, looked up): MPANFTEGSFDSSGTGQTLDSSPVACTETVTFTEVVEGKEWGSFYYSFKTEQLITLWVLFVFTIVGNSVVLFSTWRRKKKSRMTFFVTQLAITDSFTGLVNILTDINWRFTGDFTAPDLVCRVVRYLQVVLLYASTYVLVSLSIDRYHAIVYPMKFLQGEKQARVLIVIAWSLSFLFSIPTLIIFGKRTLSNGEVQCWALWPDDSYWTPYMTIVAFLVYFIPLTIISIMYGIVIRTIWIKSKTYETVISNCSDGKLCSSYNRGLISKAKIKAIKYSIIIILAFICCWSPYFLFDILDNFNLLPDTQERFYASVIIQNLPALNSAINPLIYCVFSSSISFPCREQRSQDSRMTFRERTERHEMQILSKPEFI
IMPase Li inh: qHTS Assay for Identifying the Cell-Membrane Permeable IMPase Inhibitors: Potentiation with Lithium; CHO-M1 cells, IP1 TR-FRET (IP-One), carbachol + lithium; Potency, µM (highest dose often 59.4 µM), for inactives: top-dose activity, negative = IMPase inhibition, usual class: inhibitors; 210,000 tested, 0.35% active; AID 1457, 2008;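 further: IP1 builds up when IMPase is blocked and the TR-FRET signal falls; plate controls were basal vehicle for no effect and high inhibitor control for full effect; nearly all actives have a fitted effect of over 50% in size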
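CHO cells stably expressing M1 receptor (2000/well, cultured 16–30 h) treated 30 min at 37C with compound plus low lithium. Cytosolic IP1 by TR-FRET (665/620 ratio and 620 channel) after 10 min lysis; AC50 by Hill fit.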
Active calls of the source: *; i = inactive; ? = inconclusive; · = not tested or not shown; [ ] = dose if it differs, or a comment. Unless noted, the call rests on the fitted dose curve; in most records, active means well fitted curve in the direction sought with a large enough effect; inconclusive means small, poorly fitted or top-dose-only effect, or another doubt; inactive means no such curve, though single readings can be large; an effect the other way counts as inactive or inconclusive. Potency means the concentration at half of the fitted maximal effect. Not all compounds are listed. The share of hits here may be higher or lower than overall.

no.	SMILES	KinaseGlo FLuc	SMN2 splice enh	GoLoco inh red	JMJD2E inh	Epigenetic derep	RECQ1 inh	NPSR antag	IMPase Li inh
1	O=[N+]([O-])c1ccccc1CCO	·	0%	2%	·	·	-9%	·	10%
2	Cc1onc(-c2ccccc2Cl)c1C(=O)Nc1ccc(Cl)cn1	·	·	6%	3%	-0.3%	i	8%[7.67 µM]	·
3	Cc1[nH]n(-c2cccc([N+](=O)[O-])c2)c(=O)c1-c1ccccc1	-1%	-8%	6%	1%	0.0%	-2%	6%	12%
4	CC(=O)N1N=C(c2cccnc2)OC1c1ccc(C(C)C)cc1 (stereo unspecified)	7%	10%	16%	-14%	-1.6%	i	-12%	6%
5	COc1ccc2c(c1)C1CC(C)(NC(=O)C1C(=O)c1ccccc1)O2 (stereo unspecified)	2%	?	2%	-4%	-1.1%	-1%	-12%[46.1 µM]	28%[38.3 µM]
6	O=C(CCNS(=O)(=O)c1c(Cl)cccc1Cl)OCC(=O)c1ccccc1	2%	13%	0%	3%	0.0%	-1%	8%	5%
7	Cc1ccc2nc(NC3=NCN(Cc4ccccc4)CN3)nc(C)c2c1	-3%	0%	-4%	3%	-5.7%	-3%	4%[46.1 µM]	-4%[38.3 µM]
8	O=C(CCC1N=C2c3ccccc3N=C(SCc3ccc(F)cc3)N2C1=O)NCc1ccco1 (stereo unspecified)	0%	·	-1%	?	0.0%	-3%	-11%[46.1 µM]	28%[38.3 µM]
9	O=C(CN(c1ccc(Cl)c(C(F)(F)F)c1)S(=O)(=O)c1ccccc1)N/N=C/c1cccc2c1OCCO2	-3%	-9%	6%	?	-1.1%	-11%	?	4%[38.3 µM]
10	O=C(c1cccnc1)N1N=C(C2CC2)CC1(O)C(F)(F)F (stereo unspecified)	-1%	-8%	16%	-9%	-1.3%	-3%	8%	-4%
11	CCOC(=O)c1c(O)c2ccccc2oc1=O	·	·	3%	-17%	1.6%	-11%	-22%	·
12	O=C(CON=C1c2ccccc2-c2ccccc21)NC12CC3CC(CC(C3)C1)C2	-1%	-27%	4%	?	-3.0%	-10%	-48%	1%
13	CCOC(=O)c1c2n(c3ccc(O)cc13)CCCCC2	0%	7%	-14%	-4%	0.0%	-13%	-2%[46.1 µM]	21%[38.3 µM]
14	Cc1cnc(NC(=O)CSc2nnc(-c3ccncc3)n2C2CCCCC2)s1	0%	-5%	13%	4%	3.4%	-13%	-20%[7.67 µM]	-11%[38.3 µM]
15	COc1ccc(OC)c(NC(=O)CN(Cc2ccc(Cl)cc2)S(C)(=O)=O)c1	-1%	·	14%	1%	2.3%	-2%	19%	11%
16	COc1ccccc1CN1CC2(CCN(C(=O)c3cccc(F)c3)CC2)C1	2%	-5%	9%	·	·	-13%	·	25%
17	CCOc1ccc(-c2n[nH]c(=S)n2/N=C/c2cc3c(cc2[N+](=O)[O-])OCO3)cc1	-1%	-2%	3%	-13%	0.0%	-13%	-19%	8%
18	COc1ccccc1C1CN(c2ccccc2)N=C1c1cccs1 (stereo unspecified)	5%	-7%	8%	?	3.9%	-9%	?	-6%[38.3 µM]
19	CC(=O)n1cc([C@H]2C=C(C(=O)N3CCN(Cc4ccc5c(c4)OCO5)CC3)O[C@@H](OCc3ccc(CO)cc3)C2)c2ccccc21	·	·	-1%	-5%	2.3%	-8%	53%	3%
20	COC(=O)c1cc(NC(=O)Nc2ccccc2)ccc1Cl	-6%	?	-4%	4%	-0.9%	-1%	-15%	4%
21	Cc1cc(N2CCN(S(=O)(=O)c3ccc4c(c3)OCCO4)CC2)n2ncnc2n1	1%	-20%	-19%	6%	-1.8%	-4%	-6%[46.1 µM]	2%[38.3 µM]
22	Cc1cc(C)nc(NC(=O)c2cc(Br)ccc2Cl)n1	0%	-4%	9%	1%	-1.0%	i	6%	-15%
23	O=C(Nc1nccs1)c1ccc(S(=O)(=O)NCC2CCCCC2)cc1	0%	-46%[inhibitor]	8%	14%	-1.6%	-1%	-10%[46.1 µM]	1%[38.3 µM]
24	CCc1nnc(NC(=O)c2cccc(S(=O)(=O)N3CCN(c4ccccc4)CC3)c2)s1	-3%	-15%	8%	-1%	2.9%	-16%	-21%[46.1 µM]	-7%[38.3 µM]
25	CC(C)C1CCC(C(=O)N[C@H](Cc2ccccc2)C(=O)O)CC1 (stereo partly specified)	·	·	-3%	-1%	0.0%	-1%	-22%	·
26	O=C(c1nc2ccc(Cl)cn2c1CNCCn1ccnc1)N1CCCCCCC1	-2%	·	22%	-6%	0.4%	i	-11%	7%
27	O=C(Nc1ccccc1N1CCCC1)c1ccco1	-4%	-14%	4%	-8%	-1.9%	7%	-12%[46.1 µM]	9%[38.3 µM]
28	COc1ccccc1-c1c(C)nn2c(C)c(C(C)=O)cnc12	3%	8%	0%	4%	-0.8%	5%	-3%[46.1 µM]	18%[38.3 µM]
29	CC(=O)N1C(=O)C2(C(C#N)=C(N)Oc3c2c(C)nn3-c2ccccc2)c2ccccc21 (stereo unspecified)	-8%	3%	-6%	-13%	-3.2%	-7%	-11%[46.1 µM]	9%[38.3 µM]
30	Cc1csc(Nc2ccc(C(=O)O)cc2)n1	·	·	13%	-10%	2.2%	-5%	-11%	·
31	O=C(CSc1nnc(CNC(=O)c2cccs2)o1)NCC1CCCO1 (stereo unspecified)	-2%	-9%	4%	4%	0.9%	i	18%	-1%
32	COC(=O)CN(C)C(=O)CC1C(=O)NCCN1CC(C)(C)C (stereo unspecified)	-8%	·	-11%	?	1.0%	i	0%	1%
33	CCCCc1ccc(NC(=O)CC(C)=O)cc1	2%	8%	-8%	1%	-0.8%	i	-1%[46.1 µM]	0%[38.3 µM]
34	O=C1c2ccccc2C(=O)N1c1cccc2cccnc12	0%	-29%	7%	-8%	-2.7%	-2%	6%	0%
35	CC(C)(C)Nc1nc(NN)nc(NC(C)(C)C)n1	7%	-55%[inhibitor]	6%	-10%	-1.7%	-13%	-21%[46.1 µM]	0%[38.3 µM]
36	O=C(CSCC(=O)Nc1nc(-c2ccc3c(c2)OCO3)cs1)Nc1nccs1	·	·	29%	-4%	-0.1%	i	-14%	20%
37	Cc1c(NC(=O)COC(=O)/C=C/c2ccc(Cl)cc2)c(=O)n(-c2ccccc2)n1C	-3%	4%	1%	8%	-3.2%	-1%	11%	0%
38	Cc1ccc(-c2cn(S(=O)(=O)c3ccc(C)cc3)nc2N)cc1	-2%	-15%	11%	4%	2.3%	-7%	-19%[46.1 µM]	39%[activator][38.3 µM]
39	O=C(CCN1CCOCC1)NNC(=O)/C(=C/c1ccccc1)NC(=O)c1ccccc1	·	·	4%	25%	-0.2%	-2%	20%	-2%
40	Cc1ccc(C(=O)NC(=S)NNS(=O)(=O)c2ccccc2)cc1	1%	-2%	6%	0%	0.1%	-1%	-14%	3%
41	CCOC(=O)C1CCCN(C(=O)N2CCOCC2)C1 (stereo unspecified)	·	·	·	-1%	-8.9%	-5%	-8%[46.1 µM]	·
42	Cc1cc(-n2nc(C)cc2C)nc(NS(=O)(=O)c2ccccc2Cl)n1	-2%	1%	24%	-5%	-1.9%	-12%	-10%[46.1 µM]	12%[38.3 µM]
43	O=C(CN1CCN(c2ncccn2)CC1)N(Cc1ccccc1)c1ccc(F)cc1	-3%	-3%	-3%	?	?	i	-11%[46.1 µM]	33%[activator][38.3 µM]
44	N=C1C(c2ccccc2)=C(O)C2CCc3ccccc3N12 (stereo unspecified)	-5%	17%	6%	-4%	2.6%	-4%	?	-8%[38.3 µM]
45	CCOc1cc(S(=O)(=O)Nc2ccc(Cl)cn2)ccc1Cl	2%	-5%	4%	-10%	-1.0%	i	1%	3%
46	N#Cc1c(-c2ccccc2)ccnc1Oc1ccccc1	-3%	-4%	-1%	2%	2.3%	13%	-18%[46.1 µM]	7%[38.3 µM]
47	CCOc1cc(C(=O)Nc2ccc3c(c2)OCO3)ccc1OC(F)F	-1%	-13%	-5%	3%	-1.8%	i	-18%[46.1 µM]	-5%[38.3 µM]
48	Cc1ccc(-c2cc(C(F)F)nc(S(C)(=O)=O)n2)cc1	-1%	28%	-10%	?	-3.7%	-13%	-4%	15%
49	CCOC(=O)C1C(=O)NC(N2CCN(CC)CC2)=NC1c1ccccc1 (stereo unspecified)	2%	8%	0%	4%	-0.9%	-4%	-3%[46.1 µM]	-5%
50	O=C(CCCC(=O)OCC(=O)c1ccc(Cl)cc1Cl)Nc1cc(C(F)(F)F)ccc1Cl	-7%	-2%	14%	-19%	2.8%	-17%	-20%[46.1 µM]	-9%[38.3 µM]

The listing continues.
no.	SMILES	KinaseGlo FLuc	SMN2 splice enh	GoLoco inh red	JMJD2E inh	Epigenetic derep	RECQ1 inh	NPSR antag	IMPase Li inh
51	O=C(COC(=O)C(O)c1ccccc1)c1ccc2c(c1)OCCO2 (stereo unspecified)	-4%	-8%	12%	2%	2.1%	-3%	-2%	10%
52	COc1ccc(C(C)(C)C)cc1NC(=O)c1cc(S(=O)(=O)N(C)C)ccc1N1CCCC1	-2%	-1%[1.84 µM]	0%	?	0.0%	4%	-47%	11%
53	COc1cccc(C(=O)N2CCCc3ccccc32)c1	-8%	?	1%	11%	-1.8%	-9%	-15%[46.1 µM]	2%[38.3 µM]
54	Cc1cccc(/C=N/n2c(-c3ccccn3)n[nH]c2=S)c1	·	·	·	-6%	-0.9%	-3%	-9%[46.1 µM]	·
55	CCN(CC)S(=O)(=O)c1cccc(NC(=O)CN(C)C2CCCCC2)c1	0%	1%	3%	-2%	0.1%	i	-13%	0%
56	COCCn1c(=S)[nH]c2cc(C(=O)N3CCC(C(N)=O)(N4CCCCC4)CC3)ccc2c1=O	·	·	·	4%	-0.1%	i	-8%[46.1 µM]	·
57	Cc1ccccc1OCC(=O)NCC(=O)OCC(=O)c1ccc2ccccc2c1	1%	14%	43%[activator]	?	-2.0%	5%	2%[46.1 µM]	0%[38.3 µM]

Compound activity: PubChem BioAssay, National Center for Advancing Translational Sciences (NCATS)
